Compound activity (PubChem)
bIAP activator: bovine intestinal alkaline phosphatase activators, primary screen, biochemical, bovine IAP, CDP-star luminescence. alkaline phosphatase, intestinal [Bos taurus]. purified bovine IAP, 30 min; active compounds read high; fold of DMSO-control signal, blank-subtracted. activation factor at 20 µM. 200,000 compounds, 0.17% hits. AID 1016, 2008;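 active = activation factor of 2 or more at 20 µM, a signal rise over negative controls twice the positive control's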
PPARg SRC-1 ag: PPARgamma agonists recruiting SRC-1 coactivator, primary screen, biochemical | Peroxisome proliferator-activated receptor gamma (Homo sapiens), P37231 | activation, % at 8 µM | AID 631, 2007 | 200,000 compounds, 0.41% hits | PPARgamma-SRC-1 coactivator recruitment biochemical assay; in the data active = activation above about 19%;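 note: 0% = DMSO and 100% = reference agonist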
Target sequence (P37231 whole entry, looked up): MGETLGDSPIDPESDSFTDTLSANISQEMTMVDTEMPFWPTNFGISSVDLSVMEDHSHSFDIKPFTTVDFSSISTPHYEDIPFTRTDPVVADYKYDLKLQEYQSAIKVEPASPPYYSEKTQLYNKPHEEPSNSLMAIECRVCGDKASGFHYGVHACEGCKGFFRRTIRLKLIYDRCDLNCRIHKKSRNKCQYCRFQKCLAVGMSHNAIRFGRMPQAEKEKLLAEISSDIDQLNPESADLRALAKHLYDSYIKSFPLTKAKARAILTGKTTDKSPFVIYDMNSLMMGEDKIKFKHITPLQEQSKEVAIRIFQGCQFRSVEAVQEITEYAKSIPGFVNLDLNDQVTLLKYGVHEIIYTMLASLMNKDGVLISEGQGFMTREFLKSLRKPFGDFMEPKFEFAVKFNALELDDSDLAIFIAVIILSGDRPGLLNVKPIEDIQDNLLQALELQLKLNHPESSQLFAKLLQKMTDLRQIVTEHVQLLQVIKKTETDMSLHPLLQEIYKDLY
STAT1 inh: STAT1 signaling inhibitors, primary screen, cell-based, HTS, luciferase reporter | inhibition, % at 5.5 µM | NIH 3T3 STAT1-luciferase reporter, IFN-gamma, luminescence | 200,000 compounds, 0.35% hits | AID 920, 2007;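 active = inhibition above a set limit, the mean inhibition across all tested compounds plus 3 SD, cut at about 34% in these data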;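 note: 0% = IFN-gamma with DMSO and 100% = IFN-gamma with 300 µM nifuroxazide; values of inactives mirror those of a sister screen read the other way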
ROMK mod: ROMK potassium channel modulators, primary screen, cell-based, thallium flux, MLSMR library | Tet-inducible ROMK, thallium flux fluorescence; actives lie on both sides | B-score at 10 µM | 130,000 compounds, 2% hits | AID 1918, 2009;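 active = signal ratio slope over the read window, or its plate-corrected B-score, at least 3 SD from the plate mean, either direction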;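 note: B-score of the F/F0 ratio slope over 7 to 12 s after thallium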
STAT3 inh: IL-6 driven STAT3 reporter inhibitors, primary screen, U3A cells, luciferase, luminescence, MLSCN library. 190,000 compounds, 0.89% hits. IL-6 STAT3-luciferase reporter; host cell line lacks STAT1. inhibition, % at 5.5 µM. AID 862, 2007;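 active = inhibition above the mean inhibition across all screened compounds plus 3 SD, cut at about 44% in these data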;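 note: 0% = DMSO only wells and 100% = 100 µM nifuroxazide control wells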
PPARg SRC-3 ag: PPARgamma agonists recruiting SRC-3 coactivator, primary screen, biochemical | biochemical PPARgamma/SRC-3 coactivator recruitment assay | activation, % at 8 µM | 200,000 compounds, 0.26% hits; in the data active = activation above about 23%;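 note: 0% = DMSO and 100% = reference agonist; some compounds past the cut are filed as inactive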
PPARg SRC-2 ag: agonists of PPARg-SRC-2 recruitment, primary screen, biochemical, HTS. PPARgamma LBD-SRC-2 recruitment. activation, % at 8 µM. 200,000 compounds, 0.34% hits. AID 1032, 2008; in the data active = activation above about 22%;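 note: 0% = vehicle and 100% = reference agonist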
bIAP inh: bovine intestinal alkaline phosphatase inhibitors, primary screen, selectivity assay for TNAP inhibitor project, biochemical, bovine IAP, CDP-star luminescence. alkaline phosphatase, intestinal [Bos taurus]. purified bovine IAP, 30 min. inhibition, % at 20 µM. 190,000 tested, under 10 active. AID 1019, 2008;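 active = over 50% inhibition of intestinal alkaline phosphatase at 20 µM in the single-dose screen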
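Incubation: 30 min reaction at room temperature / Material: purified bovine intestinal alkaline phosphatase (IAP) enzyme / Input: enzyme at 1/65,000,000 dilution / Dosing: 20 µM single dose / Signal: CDP-star luminescence signal / Reagent: CDP-star chemiluminescent phosphatase substrate, 30 µM final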
STAT3 act: IL-6 driven STAT3 reporter potentiators, primary screen, U3A cells, luciferase, luminescence, MLSCN library; 190,000 compounds, 0.91% hits; AID 871, 2007; activation (% of control), % at 5.6 µM; IL-6 STAT3-luciferase reporter; 100% = signal with IL-6 EC80 alone;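 active = activation above the screen-wide mean of compound activation plus 3 SD, cut at about 130% in these data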;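 note: 0% = background luminescence of wells with medium and substrate only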
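system = STAT3-luciferase reporter U3A cells | reagent = IL-6 stimulus at 33 ng/mL final | timing = 1 h compound pre-exposure, 6 h IL-6 stimulation, 37 °C | measured by = luminescence | evaluation = % activation versus median of IL-6-stimulated wells | control set = IL-6-only wells as 100% reference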
TNAP act hiacc: TNAP activators at high phosphate acceptor level, primary screen, biochemical, luminescence, uHTS | 200,000 tested, under 10 active | activation factor at 20 µM | purified TNAP, CDP-star luminescence, 1 M DEA, 30 min; active compounds read high; 0 = EDTA background, 1 = DMSO-only activity | Alkaline phosphatase, tissue-nonspecific isozyme (Homo sapiens), P05186 | AID 1136, 2008;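 active = activation factor at least 2 at 20 µM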
Target sequence (P05186 whole entry, looked up): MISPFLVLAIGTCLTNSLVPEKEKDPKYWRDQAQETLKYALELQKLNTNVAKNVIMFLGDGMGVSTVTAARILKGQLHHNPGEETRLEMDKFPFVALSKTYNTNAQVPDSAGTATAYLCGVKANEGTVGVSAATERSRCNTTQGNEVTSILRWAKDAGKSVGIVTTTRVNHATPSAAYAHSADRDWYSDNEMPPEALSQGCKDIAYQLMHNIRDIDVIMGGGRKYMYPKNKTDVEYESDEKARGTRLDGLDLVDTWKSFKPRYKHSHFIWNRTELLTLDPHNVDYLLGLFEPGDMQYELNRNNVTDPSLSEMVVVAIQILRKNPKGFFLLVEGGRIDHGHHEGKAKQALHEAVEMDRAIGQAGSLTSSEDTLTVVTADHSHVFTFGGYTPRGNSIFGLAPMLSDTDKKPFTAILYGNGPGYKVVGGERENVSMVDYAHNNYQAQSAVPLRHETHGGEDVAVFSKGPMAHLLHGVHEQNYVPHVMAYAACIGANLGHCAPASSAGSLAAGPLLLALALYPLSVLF
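system = human TNAP | amount = enzyme diluted 1/800 final | reagent = 100 µM CDP-star substrate | signal = luminescent substrate turnover signal | dosing = one dose, 20 µM | benchmarks = EDTA negative control, DMSO positive control | measure = activation factor | timing = 30 min reaction, room temperature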
TR-FRET SRC-2 ct: TR-FRET signal artefacts, primary screen, artefact control for PPARgamma SRC-2 agonist project, biochemical | TR-FRET artefact counter-screen; active compounds read high | TR-FRET ratio at 8 µM | 200,000 compounds, 0.4% hits; in the data active = TR-FRET ratio above about 2000; note: inactives centre near 1500
Active calls of the source: *. Random draw from the library; any-hit rate near 3.7%.

O=c1c2ccccc2nc(SCCN2CCOCC2)n1CCc1ccccc1 was read as bIAP activator 0.9, PPARg SRC-1 ag -1, STAT1 inh -4, ROMK mod -0.33, STAT3 inh 16, PPARg SRC-3 ag 5, PPARg SRC-2 ag 2, bIAP inh 6, STAT3 act 90, TNAP act hiacc 1.1 and TR-FRET SRC-2 ct 1449.
Cc1c(C(=O)Nc2ccc(Cc3ccncc3)cc2)cccc1[N+](=O)[O-] was read as bIAP activator 1, PPARg SRC-1 ag 4, STAT1 inh 14, ROMK mod -1.4, STAT3 inh 5, PPARg SRC-3 ag -2, PPARg SRC-2 ag 2, bIAP inh 5, STAT3 act 97, TNAP act hiacc 1 and TR-FRET SRC-2 ct 1498.
Screening COc1cccc(C(O)CC(N)=O)c1 (stereo unspecified) returned bIAP activator 0.8, PPARg SRC-1 ag 9, STAT1 inh 10, STAT3 inh 6, PPARg SRC-3 ag -3, PPARg SRC-2 ag 14, bIAP inh 21, STAT3 act 100, TNAP act hiacc 1 and TR-FRET SRC-2 ct 1492.
Screening Cc1cc(SCC(=O)N/N=C/c2cccnc2)nc2c(C)cccc12 returned bIAP activator 1.1, PPARg SRC-1 ag 4, STAT1 inh 9, ROMK mod 0.08, STAT3 inh 10, PPARg SRC-3 ag -4, PPARg SRC-2 ag -3, bIAP inh -9, STAT3 act 96, TNAP act hiacc 1 and TR-FRET SRC-2 ct 1585.
`COc1ccc([N+](=O)[O-])cc1NC(=O)CC1SC(=Nc2cccc(C)c2C)N(/N=C/c2cccc(OC)c2OC)C1=O` (stereo unspecified) gave bIAP activator 1.1, PPARg SRC-1 ag -2, STAT1 inh -2, ROMK mod 1.2, STAT3 inh 0, PPARg SRC-3 ag 1, PPARg SRC-2 ag 3, bIAP inh -12, STAT3 act 102, TNAP act hiacc 1.1 and TR-FRET SRC-2 ct 1554.
`Cc1cc(-c2csc(NC(=O)c3ccccc3C(F)(F)F)n2)c(C)n1Cc1ccccc1` gave bIAP activator 0.8, PPARg SRC-1 ag 6, STAT1 inh 10, STAT3 inh -10, PPARg SRC-3 ag -2, PPARg SRC-2 ag 2, bIAP inh 23, STAT3 act 104, TNAP act hiacc 1 and TR-FRET SRC-2 ct 1708.
For Cc1cc(/C=C2\SC(=O)N(CC(=O)Nc3ccccc3F)C2=O)c(C)n1C the results were bIAP activator 0.8, PPARg SRC-1 ag 0, STAT1 inh -5, ROMK mod -0.19, STAT3 inh 15, PPARg SRC-3 ag -2, PPARg SRC-2 ag 1, bIAP inh 21, STAT3 act 92, TNAP act hiacc 1 and TR-FRET SRC-2 ct 1609.
For S=C(Nc1cccc2ccccc12)NN1CCOCC1 the results were bIAP activator 0.9, PPARg SRC-1 ag 2, STAT1 inh -6, STAT3 inh -8, PPARg SRC-3 ag 10, PPARg SRC-2 ag 10, bIAP inh 8, STAT3 act 107, TNAP act hiacc 1 and TR-FRET SRC-2 ct 1574.
O=C(CC1COc2ccccc2O1)NCCc1ccccc1 (stereo unspecified) was read as bIAP activator 1, PPARg SRC-1 ag -2, STAT1 inh -1, STAT3 inh 8, PPARg SRC-3 ag -3, PPARg SRC-2 ag 8, bIAP inh -2, STAT3 act 97, TNAP act hiacc 1.1 and TR-FRET SRC-2 ct 1609.
`Cc1cc(C(=O)CSc2nnc(-c3ccc(OC(F)F)cc3)o2)c(C)n1Cc1cccs1` gave bIAP activator 0.8, PPARg SRC-1 ag 8, STAT1 inh 1, ROMK mod 0.6, STAT3 inh 2, PPARg SRC-3 ag -2, PPARg SRC-2 ag 11, bIAP inh 19, STAT3 act 101, TNAP act hiacc 1.1 and TR-FRET SRC-2 ct 1548.
Screening O=C(/C=C/c1cccc(C(F)(F)F)c1)Nc1cccc(C(F)(F)F)c1 returned bIAP activator 0.3, PPARg SRC-1 ag 4, STAT1 inh 0, STAT3 inh 28, PPARg SRC-3 ag -2, PPARg SRC-2 ag -6, STAT3 act 86, TNAP act hiacc 1 and TR-FRET SRC-2 ct 1650.
Screening O=C1CCC([N+](=O)[O-])C(c2ccc(Cl)c([N+](=O)[O-])c2)N1 (stereo unspecified) returned bIAP activator 0.8, PPARg SRC-1 ag 0, STAT1 inh 1, ROMK mod 0.12, STAT3 inh 26, PPARg SRC-3 ag 4, PPARg SRC-2 ag -1, bIAP inh 16, STAT3 act 86, TNAP act hiacc 1 and TR-FRET SRC-2 ct 1472.
O=C(Nc1ccccc1-c1ccccc1)NC1CCN(CC(=O)N2CCOCC2)CC1 was read as bIAP activator 1.5, PPARg SRC-1 ag 17, STAT1 inh 4, STAT3 inh 16, PPARg SRC-3 ag 7, PPARg SRC-2 ag 6, bIAP inh -46, STAT3 act 91, TNAP act hiacc 1 and TR-FRET SRC-2 ct 1613.
CSc1ccc(N2C(=O)NC3(CCCCC3)C2=O)cc1 was read as bIAP activator 1, PPARg SRC-1 ag 2, STAT1 inh -23, ROMK mod 0.0011, STAT3 inh 3, PPARg SRC-3 ag 6, PPARg SRC-2 ag -3, bIAP inh 1, STAT3 act 101, TNAP act hiacc 1 and TR-FRET SRC-2 ct 1469.
O=C(c1ccccc1Sc1cccc2ccccc12)N1CCOCC1 was read as bIAP activator 1.1, PPARg SRC-1 ag -6, STAT1 inh 6, ROMK mod -1.6, STAT3 inh 3, PPARg SRC-3 ag 6, PPARg SRC-2 ag 15, bIAP inh -13, STAT3 act 100, TNAP act hiacc 1 and TR-FRET SRC-2 ct 1634.
`CCCCOc1ccc(C(=O)N2CCCCCC2)cc1` gave bIAP activator 1, PPARg SRC-1 ag -5, STAT1 inh -12, ROMK mod -1.1, STAT3 inh 10, PPARg SRC-3 ag -2, PPARg SRC-2 ag -5, bIAP inh 3, STAT3 act 94, TNAP act hiacc 1 and TR-FRET SRC-2 ct 1438.
Cc1ccc(/C=N/NC(=O)C2=NNC(c3ccccc3)(c3ccccc3)C2)c(O)c1 was read as bIAP activator 0.9, PPARg SRC-1 ag 6, STAT1 inh -11, ROMK mod 0.0037, STAT3 inh 8, PPARg SRC-3 ag 4, PPARg SRC-2 ag 7, bIAP inh 11, STAT3 act 96, TNAP act hiacc 0.9 and TR-FRET SRC-2 ct 1519.
Screening O=C1CCCC(O)=C1C1NCCc2ccccc21 (stereo unspecified) returned bIAP activator 0.9, PPARg SRC-1 ag -2, STAT1 inh -4, ROMK mod -0.12, STAT3 inh 9, PPARg SRC-3 ag -11, PPARg SRC-2 ag 4, bIAP inh 11, STAT3 act 98, TNAP act hiacc 1 and TR-FRET SRC-2 ct 1477.
For COc1ccc(C2C(C#N)=C(N)OC3=C2C(=O)CCC3)c(OC)c1OC (stereo unspecified) the results were bIAP activator 0.8, PPARg SRC-1 ag 5, STAT1 inh 2, ROMK mod 0.26, STAT3 inh -3, PPARg SRC-3 ag -9, PPARg SRC-2 ag 4, bIAP inh 17, STAT3 act 106, TNAP act hiacc 1 and TR-FRET SRC-2 ct 1519.
COc1cccc(CC2(CO)CCCN(Cc3cc(F)ccc3-n3cccn3)C2)c1 (stereo unspecified) was read as bIAP activator 1, PPARg SRC-1 ag 7, STAT1 inh 6, ROMK mod 0.16, STAT3 inh 4, PPARg SRC-3 ag -1, PPARg SRC-2 ag -3, bIAP inh 1, STAT3 act 101, TNAP act hiacc 1 and TR-FRET SRC-2 ct 1528.
For Cn1ccnc1SCc1nc2c(cnn2-c2ccccc2)c(=O)[nH]1 the results were bIAP activator 0.9, PPARg SRC-1 ag 3, STAT1 inh 1, STAT3 inh 10, PPARg SRC-3 ag 3, PPARg SRC-2 ag 0, bIAP inh 14, STAT3 act 95, TNAP act hiacc 1 and TR-FRET SRC-2 ct 1573.
Screening Cn1c(CSCc2ccc(Cl)cc2Cl)n[nH]c1=S returned bIAP activator 1.2, PPARg SRC-1 ag 4, STAT1 inh 5, ROMK mod 0.0089, STAT3 inh 20, PPARg SRC-3 ag 1, PPARg SRC-2 ag -6, bIAP inh -15, STAT3 act 89, TNAP act hiacc 1 and TR-FRET SRC-2 ct 1330.
CSc1nc(-c2ccccc2)nn1C(=O)c1ccc(Cl)cc1 was read as bIAP activator 1, PPARg SRC-1 ag 2, STAT1 inh -8, STAT3 inh -2, PPARg SRC-3 ag 8, PPARg SRC-2 ag 7, bIAP inh 1, STAT3 act 102, TNAP act hiacc 1 and TR-FRET SRC-2 ct 1464.
Cc1cc(NS(=O)(=O)c2ccc(NC(=S)NC(=O)c3cccnc3)cc2)no1 was read as bIAP activator 0.9, PPARg SRC-1 ag 3, STAT1 inh -1, ROMK mod 1, STAT3 inh 4, PPARg SRC-3 ag 2, PPARg SRC-2 ag 7, bIAP inh 5, STAT3 act 101, TNAP act hiacc 1.1 and TR-FRET SRC-2 ct 1502.
`Cc1nn(C)c(C)c1CS(=O)(=O)c1ccccc1` gave bIAP activator 1.1, PPARg SRC-1 ag 6, STAT1 inh 6, ROMK mod 0.16, STAT3 inh 11, PPARg SRC-3 ag 1, PPARg SRC-2 ag 2, bIAP inh -12, STAT3 act 95, TNAP act hiacc 1 and TR-FRET SRC-2 ct 1588.

By substructure, those above containing a CF3 group
`Cc1cc(-c2csc(NC(=O)c3ccccc3C(F)(F)F)n2)c(C)n1Cc1ccccc1` gave bIAP activator 0.8, PPARg SRC-1 ag 6, STAT1 inh 10, STAT3 inh -10, PPARg SRC-3 ag -2, PPARg SRC-2 ag 2, bIAP inh 23, STAT3 act 104, TNAP act hiacc 1 and TR-FRET SRC-2 ct 1708.
Screening O=C(/C=C/c1cccc(C(F)(F)F)c1)Nc1cccc(C(F)(F)F)c1 returned bIAP activator 0.3, PPARg SRC-1 ag 4, STAT1 inh 0, STAT3 inh 28, PPARg SRC-3 ag -2, PPARg SRC-2 ag -6, STAT3 act 86, TNAP act hiacc 1 and TR-FRET SRC-2 ct 1650.
